S100A4 MyoIIA = inhibitors of S100A4-myosin IIA peptide binding, primary screen, biochemical, fluorescence polarization, TAMRA-MyoIIA peptide. Protein S100-A4 (Homo sapiens), P26447. inhibition, % at 10.7 µM. actives 0.14% (n = 360,000);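 active = mean inhibition of at least 70% across replicates, with every replicate also reaching that level; inconclusive = mean inhibition reaches 70% but some replicates fall short; inactive = mean inhibition below 70%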
Target sequence (P26447 whole entry, looked up): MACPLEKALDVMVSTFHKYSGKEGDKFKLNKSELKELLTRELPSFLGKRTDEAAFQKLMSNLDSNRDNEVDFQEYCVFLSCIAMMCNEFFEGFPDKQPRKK
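Material: S100A4 monomer protein | Medium: HEPES pH 7.2 with CaCl2, KCl, NaCl, DTT, Triton | Reagent: Labelled myosin peptide probe, 5 nM | Doses: One dose per compound | Times: 5 min incubation before reading | Benchmarks: Neutral control DMSO, positive control TFP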
PglD inh = C. jejuni PglD acetyltransferase inhibitors, primary screen, biochemical, DTNB colorimetric, single point | UDP-N-acetylbacillosamine N-acetyltransferase PglD (Campylobacter jejuni) | purified PglD enzyme, DTNB colorimetric CoA detection | inhibition, % at 12.5 µM | actives 0.098% (n = 360,000); in the data active = inhibition above about 16%, passing the limit was not always enough; inconclusive = no clear call, values can overlap the other calls; also: strong numbers were not always called active
SIRT5 block = SIRT5 desuccinylase inhibitors, primary screen, biochemical, fluorescence imaging, single point, set 5. AID 652115, 2013. inhibition, % at 15 µM. actives 1.1% (n = 330,000). NAD-dependent protein deacylase sirtuin-5, mitochondrial (Homo sapiens), Q9NXA8. Purified SirT5, succinyl-peptide AMC, trypsin-coupled fluorescence; in the data active = inhibition above about 15%; inconclusive = no clear call, values can overlap the other calls
Target sequence (Q9NXA8 whole entry, looked up): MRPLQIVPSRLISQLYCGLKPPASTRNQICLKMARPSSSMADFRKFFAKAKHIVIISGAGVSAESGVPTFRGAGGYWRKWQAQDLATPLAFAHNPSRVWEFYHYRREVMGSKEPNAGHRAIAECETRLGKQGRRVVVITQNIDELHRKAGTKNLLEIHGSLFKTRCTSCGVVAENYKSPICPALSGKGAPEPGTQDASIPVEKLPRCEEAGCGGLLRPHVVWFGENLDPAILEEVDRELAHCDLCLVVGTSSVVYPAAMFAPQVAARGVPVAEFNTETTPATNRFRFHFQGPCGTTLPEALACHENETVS
E-sel inducer = E-selectin induction in HUVECs, primary screen, imaging, HUVEC, immunofluorescence imaging, single point; activation, % at 7.58 µM; normalized: neutral wells 0, TNF-alpha wells 100; P16581; actives 0.37% (n = 260,000);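 active = mean E-selectin-positive cell signal at least 10% of the positive control, reached in at least 60% of replicates, without over 20% cell loss; inconclusive = no rule given, readout overlaps actives, possibly toxicity-flagged; inactive = the rest, including those meeting only one limit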;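 also: in these data hits start at about 27%; measured in HUVEC primary endothelial cells; signal is the percent of cells scored E-selectin positive by PE staining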
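material = human umbilical vein endothelial cells (HUVEC), E-selectin induction | quantity = 3,000 cells/well | medium = EGM-2 growth medium on 0.1% gelatin-coated wells | technique = immunofluorescence imaging | read-out basis = % PE-positive cells | control set = TNF-alpha positive control, DMSO neutral control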
DENV2 CPE rescue = inhibitors of DENV2 cytopathic effect, primary screen, cell-based, plate reader, single concentration; DENV2-infected cells, cytopathic effect rescue; CPE inhibition, % at 9.99 µM; actives 1.7% (n = 350,000); in the data active = CPE inhibition above about 20%, passing the limit was not always enough; inconclusive = no clear call, values can overlap the other calls; tested in BHK-21 cells;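 also: 0% = median of neutral control wells and 100% = median of positive control wells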
Statin myotox sup = suppressors of statin myotoxicity in C2C12 myotubes, primary screen, cell-based, single point, plate reader; C2C12 myotubes + simvastatin, ATP luminescence, 48 h; scaled: DMSO 0, geranylgeraniol control 100; rescue of ATP level, % at 7.49 µM; actives 0.78% (n = 330,000);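 active = mean ATP rescue above about 67%, or every replicate alone reaching that limit, limit read from the data, passing the limit was not always enough; inconclusive = no clear call, values can overlap the other calls; inactive = mean under the limit and some replicate under it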;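 also: myotubes were challenged with 10 µM simvastatin during compound exposure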
ERp5 inh = inhibitors of ERp5-driven insulin aggregation, primary screen, biochemical, turbidity, absorbance 650 nm, single point. Protein disulfide-isomerase A6 (Homo sapiens), Q15084. 90 min. inhibition, % at 9.99 µM. actives 0.05% (n = 350,000). AID 651711, 2012;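 active = mean replicate inhibition above about 25%, with every replicate also reaching it, limit read from the data, passing the limit was not always enough; inconclusive = only one of those two criteria met; inactive = neither criterion met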
Target sequence (Q15084 whole entry, looked up): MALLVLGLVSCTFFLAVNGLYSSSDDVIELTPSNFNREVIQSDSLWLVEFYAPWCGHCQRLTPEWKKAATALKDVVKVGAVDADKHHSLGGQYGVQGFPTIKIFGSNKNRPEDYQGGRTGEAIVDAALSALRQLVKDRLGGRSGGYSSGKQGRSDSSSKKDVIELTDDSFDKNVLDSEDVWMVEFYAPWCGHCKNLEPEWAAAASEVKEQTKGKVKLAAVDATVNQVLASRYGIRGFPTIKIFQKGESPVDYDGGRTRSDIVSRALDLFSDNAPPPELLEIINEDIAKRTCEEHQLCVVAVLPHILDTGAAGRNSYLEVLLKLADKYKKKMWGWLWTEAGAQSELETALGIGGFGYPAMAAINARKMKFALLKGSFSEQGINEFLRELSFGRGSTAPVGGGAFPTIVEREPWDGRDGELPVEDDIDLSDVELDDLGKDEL
Active calls of the source: *; ? = inconclusive; . = no result given. These rows are one share of the data (hit frequency here may not be typical).

SMILES	S100A4 MyoIIA	PglD inh	SIRT5 block	E-sel inducer	DENV2 CPE rescue	Statin myotox sup	ERp5 inh
CC(=O)Nc1ccc(NC(=O)CSc2nnc(-c3ccco3)o2)cc1	-1	-1	-1	1.2	2	6	-5
COc1ccc(Cc2nc3ccc(C(=O)N4CCC(N(C)C)C4)cc3o2)cc1 (centres undefined)	-4	1	-6	-1.5	-3	.	-16
Cn1cc(CN(CCCN2CCOCC2)C(=S)Nc2cccc(Cl)c2)c2ccccc21	2	-1	.	.	40*	.	-3
CCOC(=O)c1c(S(=O)(=O)N2CCc3ccccc32)c(C)n(C)c1C	1	2	-8	.	1	13	0
CCN(CC(=O)Nc1c(F)cccc1F)C(=O)CCc1ccc(OC)cc1	2	.	6	.	4	.	6
CCCNC(=O)N1CC2(CCN(C(=O)C3CCOCC3)CC2)c2c([nH]c3cc(OC)ccc23)[C@@H]1CO	2	.	-2	-0.1	-2	.	0
C[C@@H]1CN([C@H](C)CO)C(=O)Cc2cc(NC(=O)Nc3ccccc3)ccc2O[C@@H]1CN(C)C(=O)Nc1ccc(C(F)(F)F)cc1	.	0	.	0.6	-5	-18	.
COC(=O)c1ccsc1NC(=O)CS(=O)(=O)c1ccccc1	-10	7	3	.	-4	2	0
Cc1cc(NC(=O)c2ccc(Cl)cc2)n(CCC#N)n1	0	-6	-12	.	9	31	2
C[C@@H]1CN([C@@H](C)CO)C(=O)c2cc(-c3ccc(C#N)cc3)cnc2O[C@H]1CN(C)CC1CCCC1	41	-2	-20	-3.5	9	-63	4
O=C(O)CC(NC(=O)c1ccc2c(c1)OCO2)c1cccc([N+](=O)[O-])c1 (centres undefined)	5	.	-4	.	-2	.	-4
Cc1cc(=O)oc2c3c(cc(OCC(=O)Nc4ccc(CCO)cc4)c12)OC(C)(C)CC3	3	2	-43	.	-10	-3	-2
C/C(=N\NC(=O)c1cccs1)c1c(O)cc(C)oc1=O	3	0	7	-0.1	13	5	6
Cc1cc(Cl)ccc1NC(=S)N1CCOCC1	-3	6	-2	-2.0	11	-26	-2
O=C(Nc1cc(C(F)(F)F)ccc1N1CCOCC1)c1cccc(S(=O)(=O)N2CCOCC2)c1	-3	-4	.	0.5	0	5	8
COC(=O)[C@@]12C[C@@H](CC(=O)NCc3cccc(C(F)(F)F)c3)C(=O)N(Cc3cccc4ccccc34)C1=CCC(C)(C)C2	3	.	0	0.8	-2	.	-4
C#CCOCCOCCOCCNc1nc(N2CCOCC2)nc(N2CCN(C(=O)[C@H](C)n3cc(CCC(=O)O)nn3)CC2)n1	1	-3	-2	0.3	13	-15	2
COc1ccc(F)cc1C(=O)C1CCCN(Cc2c(C)n(C)n(-c3ccccc3)c2=O)C1 (centres undefined)	4	0	-4	.	5	2	0
C[C@H](CO)N1C[C@H](C)[C@@H](CN(C)S(C)(=O)=O)Oc2ncc(C3=CCCC3)cc2C1=O	9	2	-1	-0.3	-5	2	0
CCOC(=O)Cn1c(=N)n(CCOc2ccc(F)cc2)c2ccccc21	-17	1	-5	.	-5	.	.
CC[N+](CC)=N/N=C1\C=CC[N+]([O-])=C1	-2	.	.	-0.1	0	.	11
Cc1ccc(N2CC(C(=O)NC3CCCCCC3)CC2=O)cc1 (centres undefined)	1	-1	.	-0.2	14	-5	-5
O=C(Nc1cccc([N+](=O)[O-])c1)N1CCN(c2ccccc2)CC1	2	11	-2	-0.4	1	12	1
NNC(=O)Cn1cnc2ccccc21	-1	.	-4	3.1	.	.	-6
C[C@@H]1CCCCO[C@@H](CN(C)S(=O)(=O)c2cccs2)[C@H](C)CN([C@@H](C)CO)C(=O)c2cc(NC(=O)c3ccncc3)ccc2O1	-16	-3	2	.	?	.	-1
SMILES	S100A4 MyoIIA	PglD inh	SIRT5 block	E-sel inducer	DENV2 CPE rescue	Statin myotox sup	ERp5 inh
Cn1c(=O)c2c(nc(CN3CCN(c4ccccc4F)CC3)n2CCN2CCOCC2)n(C)c1=O	1	-1	3	.	.	4	-11
CCn1c(CNC(=O)COc2ccc(C(C)C)cc2)nnc1SCC(=O)Nc1ccccc1F	9	-2	.	.	.	4	-5
CO[C@H]1CN(C)C(=O)c2ccc(NS(=O)(=O)c3cn(C)cn3)cc2OC[C@H](C)N(Cc2cccc(F)c2)C[C@H]1C	3	-1	1	-0.3	-7	6	1
CCOC(=O)[C@@H]1[C@H]2COc3cc(OC)ccc3[C@@H]2N2C(=O)N(c3cccc(C)c3)C(=O)[C@]12C	87*	2	.	-0.1	-15	11	-4
Fc1cccc(-c2csc(-c3ccno3)n2)c1	0	.	.	0.3	20	.	-17
CS(=O)(=O)N(CC(=O)NCCC1=CCCCC1)c1cccc([N+](=O)[O-])c1	1	.	-2	.	0	.	2
COCc1c(C(=O)N/N=C\c2ccccn2)nnn1-c1nonc1N	-7	-5	0	.	2	6	5
Cc1cc(C)c2c(=O)cc(C(=O)NCc3ccccc3)oc2c1	5	3	0	0.1	-5	0	4
CC1CCN(C(=O)C2COc3ccccc3O2)CC1 (centres undefined)	-3	-1	-3	-0.6	4	8	-8
CC(=O)O/N=C(\N)c1ccc(-c2csnn2)cc1	0	-5	-6	.	3	2	0
CS(=O)(=O)N1CCC(Oc2cccc(C(=O)NCCCOc3cccnc3)c2)CC1	-2	-3	0	-0.1	-1	-2	1
Cc1ccc(CNc2ccc(N3CCOCC3)c(Cl)c2)cc1	1	-6	-5	0.6	-1	-1	-12
Cc1ccc(N2C(=O)N(CC(=O)Nc3cccc(Cl)c3)C(=O)C2C)cc1 (centres undefined)	3	.	-1	0.4	?	.	-4
OC(c1ccc2ccccc2c1)c1ncc(-c2ccc(C(F)(F)F)cc2)[nH]1 (centres undefined)	0	5	.	0.2	-2	-40	-3
CN1c2ccc(-c3ccc(F)cc3)cc2[C@@H]2[C@@H](CCN2C(=O)Cc2cccnc2)[C@H]1CO	-5	-5	0	-0.1	19	-5	2
CO[C@@H]1CC[C@H]2CCN(C)C(=O)[C@@H](C)CN(C)C(=O)c3cccc(C#N)c3OC[C@H]1O2	4	4	2	0.1	-5	-18	4
CCCCCCCNC(=O)C1(CC2CC(c3ccc(Cl)cc3)=NO2)CCN(C(=O)OC(C)(C)C)CC1 (centres undefined)	-5	-1	-3	.	0	121*	3
COc1ccc(N2CSC3=C(C#N)C(c4cccc(OC)c4OC)CC(=O)N3C2)cc1 (centres undefined)	1	-3	7	0.4	2	-4	-3
C[C@@H]1CCCCO[C@H](CN(C)S(=O)(=O)c2ccccc2)[C@H](C)CN([C@@H](C)CO)C(=O)c2cc(NS(=O)(=O)c3ccc(Cl)cc3)ccc2O1	3	3	11	-0.1	4	.	-7
Oc1cccc(N2CCN(c3cccc(O)c3)CC2)c1	-5	.	.	0.2	9	.	5
CC1(C)O[C@@H]1COc1c2ccoc2cc2oc(=O)ccc12	1	-1	2	-0.3	-19	0	1
O=C(C[C@H]1C[C@H]2c3cc(NC(=O)NC4CCCCC4)ccc3O[C@H]2[C@@H](CO)O1)NCc1cccnc1	-5	1	2	0.4	2	8	0
CCc1c(C)nc2[nH]ncn2c1=O	3	.	-1	-0.2	?	.	3
CC1=CC(C)(C)NC(=S)N1c1ccc([N+](=O)[O-])cc1	0	3	.	0.1	5	1	2
CCCN(C)C[C@@H]1OCCCC[C@@H](C)Oc2ccc(NS(C)(=O)=O)cc2C(=O)N([C@@H](C)CO)C[C@@H]1C	-18	0	-5	-0.1	-5	5	0
SMILES	S100A4 MyoIIA	PglD inh	SIRT5 block	E-sel inducer	DENV2 CPE rescue	Statin myotox sup	ERp5 inh
CSCCNC(=O)c1ccc(OC2CCN(CCc3ccccc3)CC2)cc1	5	.	2	0.3	0	5	-2
CN(Cc1ccccc1)C(=O)COC(=O)c1cc(=O)[nH]c2ccccc12	-2	9	-2	.	-4	0	-2
N#Cc1cccc(-c2ccc([C@@H]3[C@@H](CO)N4CCCCN(C(=O)Nc5ccccc5)C[C@H]34)cc2)c1	10	4	-2	-0.5	-2	.	-3
COCC#Cc1ccc2c(c1)O[C@@H](CN(C)S(=O)(=O)c1ccc(OC)cc1)[C@H](C)CN([C@H](C)CO)S2(=O)=O	16	0	3	-0.2	-1	-35	0
CCN1CCN(c2ccc(S(=O)(=O)N3CCOCC3)cc2NC(=O)c2cc(F)c(F)c(F)c2F)CC1	-2	-2	.	0.0	1	-1	5
Cc1ccc(NC2CCCN(C(=O)Cc3nonc3C)C2)cc1C (centres undefined)	17	-3	1	.	11	7	1
OCCO	-4	13	-4	.	-16	-5	-5
NC1=NN=C(N2N=C(c3ccccc3)CC2(O)C(F)(F)F)n2ncnc2C1 (centres undefined)	6	.	-2	-0.1	-1	.	5
Cc1csc(C(=O)NN)c1N(C)C	2	.	-3	0.0	3	.	0
Cc1ccc(S(=O)(=O)N(C)C[C@H]2OCCCC[C@H](C)Oc3ccc(NS(=O)(=O)c4cn(C)cn4)cc3C(=O)N([C@@H](C)CO)C[C@H]2C)cc1	0	1	7	.	3	.	-2
O=C(NCc1n[nH]c(=S)n1-c1ccccc1Cl)c1ccc(S(=O)(=O)N2CCCCC2)cc1	50	3	-1	.	3	-4	2

Copied from above, seven compounds:
SMILES	S100A4 MyoIIA	PglD inh	SIRT5 block	E-sel inducer	DENV2 CPE rescue	Statin myotox sup	ERp5 inh
CCN1CCN(c2ccc(S(=O)(=O)N3CCOCC3)cc2NC(=O)c2cc(F)c(F)c(F)c2F)CC1	-2	-2	.	0.0	1	-1	5
Cc1ccc(NC2CCCN(C(=O)Cc3nonc3C)C2)cc1C (centres undefined)	17	-3	1	.	11	7	1
OCCO	-4	13	-4	.	-16	-5	-5
NC1=NN=C(N2N=C(c3ccccc3)CC2(O)C(F)(F)F)n2ncnc2C1 (centres undefined)	6	.	-2	-0.1	-1	.	5
Cc1csc(C(=O)NN)c1N(C)C	2	.	-3	0.0	3	.	0
Cc1ccc(S(=O)(=O)N(C)C[C@H]2OCCCC[C@H](C)Oc3ccc(NS(=O)(=O)c4cn(C)cn4)cc3C(=O)N([C@@H](C)CO)C[C@H]2C)cc1	0	1	7	.	3	.	-2
O=C(NCc1n[nH]c(=S)n1-c1ccccc1Cl)c1ccc(S(=O)(=O)N2CCCCC2)cc1	50	3	-1	.	3	-4	2

Assay outcomes from PubChem BioAssay.
